# High-throughput results deposited in PubChem by several laboratories.
# ABHD4 inh – ABHD4 (mouse) inhibition, primary FP screen; Q8VD66; purified mABHD4, FP-Rh probe fluorescence polarization; inhibition, % at 8.92 µM; hit rate 0.54% among 370,000;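 active means inhibition exceeding the mean over every tested compound plus 3 SD, cut at about 30% in these data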;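 further: 0% = plate median of compound wells and 100% = S159A mutant with DMSO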
# Target sequence (Q8VD66 whole entry, looked up): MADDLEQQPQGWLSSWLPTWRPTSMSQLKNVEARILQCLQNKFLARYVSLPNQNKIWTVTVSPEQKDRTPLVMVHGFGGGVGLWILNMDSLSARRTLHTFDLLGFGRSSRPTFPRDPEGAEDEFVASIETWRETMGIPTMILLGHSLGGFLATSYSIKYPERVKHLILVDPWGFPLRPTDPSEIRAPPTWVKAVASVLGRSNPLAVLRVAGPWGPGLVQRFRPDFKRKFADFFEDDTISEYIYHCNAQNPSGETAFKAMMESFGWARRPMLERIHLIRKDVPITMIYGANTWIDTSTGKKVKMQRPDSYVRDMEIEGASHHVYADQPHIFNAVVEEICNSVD
#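 Doses – 8.92 µM, single dose · Material – wild-type mouse ABHD4 protein · Replication – single well per compound (singlicate) · Measure – percent inhibition of probe binding, normalized to plate controls · Schedule – 45 min compound pre-incubation plus 60 min probe step, 25 °C · Detection – fluorescence polarization with parallel and perpendicular emission, 525/598 nm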
# ASAP1 inh – inhibitors of human ASAP1 ArfGAP activity; ASAP1-stimulated ARF1 GTP hydrolysis, GDP FP detection; inhibition, % at 16.5 µM; hit rate 0.19% among 360,000; AID 624377; in the data active means inhibition above about 25%;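 further: 0% = vehicle with enzyme and substrate and 100% = no enzyme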
# SMARCA2 act – SMARCA2 function activation, primary screen. MG213 cells, MMTV-luciferase reporter, dexamethasone, overnight. activation, % at 9.1 µM. hit rate 1% among 370,000; in the data active means activation above about 7.8%;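 further: 0% = vehicle wells and 100% = reference activator wells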
# rCAG RNA binder – molecules binding r(CAG) RNA repeats | r(CAG) RNA repeat, TO-PRO-1 dye displacement fluorescence | inhibition, % at 3 µM | hit rate 1.3% among 370,000 | AID 651821;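 active means inhibition above the plate cutoff, the mean of all test compounds on that plate plus 3 SD, cut at about 35% in these data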;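 further: 0% = DMSO alone and 100% = 100 µM mitoxantrone as full dye displacement; higher means more dye released from RNA so lower well fluorescence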
# GC-B act – GC-B (human) receptor activation | P20594 | activation, % at 10 µM | hit rate 0.11% among 370,000 | HEK293-GC-B cells, CNP EC30, cGMP TR-FRET; 0% at EC30 CNP, 100% saturating CNP;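 active means activation at 10 µM reaching about 35% in either raw or pattern-adjusted values, limit read from the data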
# HTRA1 inhibitor – HTRA1 (human) protease inhibition | hit rate 0.5% among 340,000 | Q92743 | recombinant HTRA1, FP-rhodamine activity-based probe, fluorescence polarization | inhibition, % at 5.96 µM | AID 504803; in the data active means inhibition above about 36%;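 further: 0% = enzyme with DMSO and 100% = wells lacking enzyme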
# Target sequence (Q92743 whole entry, looked up): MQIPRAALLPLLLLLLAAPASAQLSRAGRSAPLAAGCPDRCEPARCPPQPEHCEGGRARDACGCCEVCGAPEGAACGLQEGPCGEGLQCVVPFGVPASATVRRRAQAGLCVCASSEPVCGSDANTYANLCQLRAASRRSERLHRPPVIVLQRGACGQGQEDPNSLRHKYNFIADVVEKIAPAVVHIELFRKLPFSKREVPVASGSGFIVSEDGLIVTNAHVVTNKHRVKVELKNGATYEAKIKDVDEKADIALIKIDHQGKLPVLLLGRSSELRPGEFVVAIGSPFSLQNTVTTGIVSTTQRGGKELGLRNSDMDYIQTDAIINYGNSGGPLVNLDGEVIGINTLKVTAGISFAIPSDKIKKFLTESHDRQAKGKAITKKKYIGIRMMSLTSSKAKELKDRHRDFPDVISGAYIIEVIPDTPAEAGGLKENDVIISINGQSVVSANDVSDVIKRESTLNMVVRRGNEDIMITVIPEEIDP
# PG9 binder – PG9 antibody binding by small molecule; TR-FRET gp120-PG9 antibody binding; inhibition, % at 6.7 µM; hit rate 0.43% among 360,000; in the data active means inhibition above about 8.5%
# NR1D1 modulator – Rev-erb alpha (human) modulation; P20393; Rev-erbα–FITC-DNA binding, fluorescence polarization, 90 min; activity, % at 10 µM; hit rate 0.79% among 370,000;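 active means activity above about 14%, limit read from the data; passing the limit was not always enough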;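 further: 0% = DMSO wells with 35 nM protein and 100% = DMSO wells with 750 nM protein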
# GC-A act – GC-A (human) enzyme activation; P16066; HEK293 GC-A cells, cGMP TR-FRET, EC30 ANP; 0% at EC30 ANP, 100% saturating ANP; activation, % at 10 µM; hit rate 0.14% among 370,000; AID 1671463; in the data active means activation above about 40%
# ARFGAP1 inhibitor – inhibitors of rat ARFGAP1 | Q62848 | hit rate 0.26% among 360,000 | inhibition, % at 16.5 µM | Arfgap1-stimulated ARF1 GTP hydrolysis, GDP FP detection;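 active means inhibition above a per-plate limit, mean inhibition of low control wells plus 3 SD, cut at about 25% in these data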;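 further: 0% = DMSO wells with enzyme and 100% = wells lacking Arfgap1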
# Target sequence (Q62848 1-136 limits assumed): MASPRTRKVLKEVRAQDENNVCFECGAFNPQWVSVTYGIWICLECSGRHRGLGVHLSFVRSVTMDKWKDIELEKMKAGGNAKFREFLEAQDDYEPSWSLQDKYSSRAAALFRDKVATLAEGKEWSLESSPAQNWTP
#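 material = rat Arfgap1 catalytic domain, aa 1-136 | also added = human ARF1(Δ1-17)-GTP substrate | compound dosing = one concentration, 16.5 µM, DMSO 1.26% | times = GTP hydrolysis reaction 2 h at 25 °C | measured by = FP, GDP Alexa 633 tracer displaced from anti-GDP antibody, 620/688 nm | evaluation = percent inhibition of Arfgap1-stimulated GTP hydrolysis | replication = single well per compound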
# * = called active by the depositor; . = not tested or not shown.
# The opening six compounds, ahead of the listing:
SMILES,ABHD4 inh,ASAP1 inh,SMARCA2 act,rCAG RNA binder,GC-B act,HTRA1 inhibitor,PG9 binder,NR1D1 modulator,GC-A act,ARFGAP1 inhibitor
Oc1ccc(Cl)cc1CNCc1cccc2ccccc12,0,3,3,8,3,-11,0.9,3,-3,2
OC(CNCCN1CCNCC1)Cc1ccccc1 (configuration not stated),-5,8,1,1,2,6,-1.9,1,0,-8
CCOc1ccc(OCCOC(=O)CN2C(=O)NC3(CCCC3)C2=O)cc1,-11,17,0,-8,-6,-1,1.8,-1,0,-1
S=c1[nH]nc(-c2ccccn2)n1/N=C/c1ccc(Br)s1,3,5,3,8,-2,10,0.3,-7,-3,-11
O=[N+]([O-])c1ccccc1S(=O)(=O)Nc1ccn(Cc2c(F)cccc2Cl)n1,-3,7,1,26,3,-1,0.7,2,4,4
O=C(NC1CC1)C1CC(=O)N(c2cccc(Cl)c2Cl)C1 (configuration not stated),3,15,2,-1,1,6,-1.6,9,0,4

# This part in full, previewed entries included:
SMILES,ABHD4 inh,ASAP1 inh,SMARCA2 act,rCAG RNA binder,GC-B act,HTRA1 inhibitor,PG9 binder,NR1D1 modulator,GC-A act,ARFGAP1 inhibitor
Oc1ccc(Cl)cc1CNCc1cccc2ccccc12,0,3,3,8,3,-11,0.9,3,-3,2
OC(CNCCN1CCNCC1)Cc1ccccc1 (configuration not stated),-5,8,1,1,2,6,-1.9,1,0,-8
CCOc1ccc(OCCOC(=O)CN2C(=O)NC3(CCCC3)C2=O)cc1,-11,17,0,-8,-6,-1,1.8,-1,0,-1
S=c1[nH]nc(-c2ccccn2)n1/N=C/c1ccc(Br)s1,3,5,3,8,-2,10,0.3,-7,-3,-11
O=[N+]([O-])c1ccccc1S(=O)(=O)Nc1ccn(Cc2c(F)cccc2Cl)n1,-3,7,1,26,3,-1,0.7,2,4,4
O=C(NC1CC1)C1CC(=O)N(c2cccc(Cl)c2Cl)C1 (configuration not stated),3,15,2,-1,1,6,-1.6,9,0,4
COc1ccc(C2C(C(=O)c3sc(C)nc3C)=C(O)C(=O)N2CCN(C)C)cc1OC (configuration not stated),-1,24,1,3,4,0,-3.3,-6,-2,-4
CN(c1cccc(NC(=O)c2ccccc2N(C)S(=O)(=O)c2ccccc2)c1)S(C)(=O)=O,2,12,2,-2,2,-1,-0.6,-3,1,-8
Cc1onc(-c2ccccc2)c1NC(=O)N(CCC#N)Cc1ccccc1,-6,1,-2,-2,1,.,0.1,1,8,2
C=CC#CC[N+]1(CC#Cc2ccccc2)CCOCC1,6,87*,0,20,9,57*,-105,-17,-34,97*
CN(C(=O)c1ccc(Cl)cc1)c1ccc(OCC(=O)Nc2cc(C(=O)O)ccc2Cl)cc1,-4,10,7,31,-2,.,-1.5,1,-2,-13
Cc1ccc(CSCc2ccc(C(=O)NCCC(C)C)o2)cc1,-6,10,-4,-8,7,-17,0.0,0,4,6
C=CCn1cc(C(=O)N2CCN(C)CC2)c(=O)c2cc(S(=O)(=O)N3CCCC3)ccc21,3,0,-1,3,4,0,-2.0,0,1,1
COC(=O)c1cc(OC)c(OC)cc1NC(=O)c1cccc(C)c1,-5,5,-4,-1,-4,-3,-1.6,1,1,-10
COc1ccc(CN2CCC(CNC(=O)Nc3ccc(Cl)cc3)CC2)cc1,2,.,0,4,-11,.,.,-1,-6,.
CN1C(=O)C(CC(=O)O)S/C1=N\N=C\c1ccc(O)cc1O (configuration not stated),-2,2,-2,1,0,0,-2.5,-5,1,0
COc1ccc2nc(NC(=O)c3ccc(Br)s3)sc2c1,-6,-7,7,7,-4,-6,-46,9,-7,-8
Cc1ccccc1NC(=S)Nc1ccc(Br)cc1,-3,-6,-3,1,0,3,0.6,-2,-1,-3
Cc1nnc(SCC(=O)N2CC(=O)Nc3ccccc32)n1C,5,-9,-1,2,-4,-1,0.3,0,-1,-18
CCCCN1C(=O)C2Cc3c([nH]c4ccccc34)CN2C1=S (configuration not stated),0,-4,-3,-4,5,-11,-0.2,-2,5,1
CCc1ccc(NC(=O)[C@@H](NC(=O)[C@@H]2Cc3ccccc3CN2)C(C)CC)cc1 (some centres not stated),4,2,2,-8,3,-7,1.1,-2,1,-4
CCn1c(SCC(=O)N2CCCc3ccccc32)nnc1-c1cccs1,4,2,-3,-8,-3,8,1.4,0,-7,11
Cc1c(C(=O)NCCS(=O)(=O)N2CCN(c3ccccc3F)CC2)cccc1[N+](=O)[O-],2,-7,-1,-1,-2,3,-0.2,-2,0,-4
CCOC(=O)[C@H]1[C@H]2COc3cc(OC)ccc3[C@@H]2N2C(=O)CN(Cc3ccc(OC)cc3)C(=O)[C@@]12C,5,-20,1,-6,3,-10,-0.4,-6,3,18
CCOCCCNCc1ccc(OCCC(C)C)c(OC)c1,8,-6,-3,0,-1,-1,-0.9,2,-2,16
# Other compounds follow:
SMILES,ABHD4 inh,ASAP1 inh,SMARCA2 act,rCAG RNA binder,GC-B act,HTRA1 inhibitor,PG9 binder,NR1D1 modulator,GC-A act,ARFGAP1 inhibitor
Cc1noc(C)c1CSCC(=O)N(C)CC(=O)Nc1ccc(Cl)c(C(F)(F)F)c1,-4,2,-4,-1,0,-6,0.1,4,0,1
CN1/C(=C\C(=O)c2cccc(S(=O)(=O)N3CCCCC3)c2)C(C)(C)c2ccccc21,-5,-5,2,0,1,4,-1.9,1,1,-12
COc1ccc(CN(C(C)=O)c2cccc(C)c2C)cc1,0,10,1,-3,-23,1,-0.3,-4,-14,5
COC(=O)c1cc(OC)c(OC)cc1NC(=O)c1ccc(OC)cc1,3,-12,0,0,-3,-1,-0.4,6,-4,2
CC1(C(=O)NCc2ccccc2Br)CCN1C(=O)Cc1ccc(-c2ccccc2)cc1 (configuration not stated),-10,10,-3,3,-1,.,1.3,-5,4,-3
CC(C)CCN1CC(C(=O)N2CCN(c3ccc(F)cc3)CC2)CC1=O (configuration not stated),2,-4,1,-6,0,0,-1.3,2,0,12
CCOC(=O)c1cc2sccc2n1CC(=O)OC,2,-4,-2,-2,1,1,-1.6,0,2,-11
Cc1nc(NC(=O)c2cccnc2Cl)sc1C,-2,6,3,-1,3,-3,-0.9,5,0,4
COc1ccc(Cn2c(=O)[nH]c3cc(C(=O)N4CCN(c5ccccn5)CC4)ccc3c2=O)cc1,3,3,-2,-1,0,-1,1.2,0,-1,1
CCSC1=NSC2=NC(=O)/C(=C\c3coc4ccccc4c3=O)C(=N)N12,-28,0,0,-8,-4,-40,1.9,5,11,6
COC(=O)[C@H](CCSC)NC(=O)Cn1cnc2c(OCc3ccccc3)ncnc21,0,-6,-4,1,-2,6,-0.8,-5,4,2
CN(c1ccccc1C(=O)N1CCN(c2ccccc2)CC1)S(C)(=O)=O,-10,13,-5,3,3,3,-0.3,-4,2,12
Nc1nc(-c2ccc(F)cc2)cs1,-4,2,4,-1,4,0,-1.2,3,3,0
NC(=O)CC(NC(=O)Cc1cccc2ccccc12)c1ccc(NCCc2ccccc2F)c([N+](=O)[O-])c1 (configuration not stated),4,-1,0,5,4,-5,-1.3,1,1,6
COc1ccc(C(=O)OCC(=O)NC2CCCCCC2)c(OC)c1,7,-8,-1,-5,-6,1,-0.3,-2,-3,-7
Cc1ccc(OC(C)C(=O)Nc2ccc(S(=O)(=O)N3CCOCC3)cc2)cc1 (configuration not stated),-5,6,2,-1,3,-6,-3.6,-4,3,4
C=CC[C@H](CC(=O)NCCO)C(=O)N[C@H](COC(=O)[C@H](CC=C)CC(=O)OC(C)(C)C)Cc1c[nH]c2ccccc12,5,-6,-2,-1,-5,7,-0.9,3,3,-3
C#Cc1ccc([C@H]2C=C(C(=O)OCC=C)O[C@@H](OCC)[C@@H]2CCCO)cc1,-8,-15,1,-9,-2,-10,-1.8,1,0,-14
CN(C)S(=O)(=O)c1ccc(SCC(=O)N2CC(=O)Nc3ccccc32)nc1,2,-3,-1,0,-1,7,0.7,1,-3,3
C=CCN1CCCC1CNC(=O)c1cc2[nH]nnc2cc1OC (configuration not stated),5,6,-4,1,-3,2,0.3,0,3,21
CC(=O)N1c2ccc(S(=O)(=O)NCCC(=O)Nc3ccc(F)cc3)cc2CC1C (configuration not stated),-9,-1,0,0,3,7,-0.8,1,3,-10
Cc1ccc(N2CC(C(=O)Nc3ncc([N+](=O)[O-])s3)CC2=O)cc1 (configuration not stated),4,2,1,16,-8,2,-0.9,1,-1,12
CSc1ncccc1C(=O)OCC(=O)N(C)C,2,4,-2,-4,-2,-3,0.2,0,2,4
O=C(NCCN1CCCCC1)c1ccc(Oc2cc(Cl)cc(Cl)c2)o1,1,-12,-1,-8,0,.,-1.5,-1,4,4
O=C(Nc1ncn[nH]1)c1ccccc1O,-15,24,1,-1,-2,6,0.2,-1,5,10
# Continuation.
SMILES,ABHD4 inh,ASAP1 inh,SMARCA2 act,rCAG RNA binder,GC-B act,HTRA1 inhibitor,PG9 binder,NR1D1 modulator,GC-A act,ARFGAP1 inhibitor
CC1CC2(NC(=O)NC2=O)C(C)CN1C (configuration not stated),-10,-5,-2,3,-6,-1,0.9,-5,-7,-7
COc1ccc(-c2nc(NC(=O)CCNC(=O)c3ccco3)sc2C)cc1,-4,15,-2,-3,-3,-6,-1.0,5,-6,11
CCCCn1c(N)c(N(CCC(C)C)C(=O)C2CCCC2)c(=O)[nH]c1=O,-5,1,-2,0,-1,5,-1.2,7,1,9
CCC(C)NC(=O)CCSCCC(=O)NC(C)CC (configuration not stated),8,-1,-4,2,9,-7,-2.5,-4,-3,18
COc1ccc(NC(=O)CCNS(=O)(=O)c2ccccc2F)cc1S(=O)(=O)N1CCOCC1,8,17,-2,1,4,0,0.5,2,3,8
Cc1cc(C(=O)N2CCCC(C)(C(=O)NS(=O)(=O)C3CC3)C2)nn1C(C)(C)C (configuration not stated),2,-10,0,1,9,.,-2.0,-2,1,8
COc1cc(OC)cc(C(=O)N[C@H](C(=O)OCc2cc(=O)oc3cc(C)ccc23)C(C)C)c1,-2,4,-3,1,-6,-8,0.5,7,-12,10
O=C(COC(=O)COc1ccccc1)NC1CCCC1,0,-1,-1,0,-6,-5,1.0,4,-1,13
COc1cc(OC)cc(-c2sc3ccc(OC)cc3c2C#CCO)c1,-47,12,1,23,-9,-85,-0.1,-2,1,20
COC(=O)C1CC(=O)N(Cc2ccccc2)C1 (configuration not stated),7,-11,-2,3,3,0,0.7,1,-2,0
OC(c1ccco1)c1nc(-c2ccc(F)c(Cl)c2)cs1 (configuration not stated),-16,17,-2,6,-8,.,1.5,-6,3,-1
COc1ccccc1OCCNC(=O)Cc1ccc(S(=O)(=O)N2CCOCC2)s1,-5,-2,1,2,-1,-4,-2.8,-3,2,-3
O=C(CN(CCc1ccccc1)C(=O)CNS(=O)(=O)c1ccc(F)cc1)NCc1ccco1,-10,-5,1,1,5,6,-0.7,-11,-2,3
Cc1ccc2c(C)c(C(=O)N(Cc3ccccc3)C3CCS(=O)(=O)C3)oc2c1 (configuration not stated),-5,3,0,-4,-3,-9,-1.4,3,-11,7
Cc1cccc(N/C(N)=N/c2nc(C(F)(F)F)cc(C(F)(F)F)n2)c1,-1,4,-1,0,0,10,-1.6,1,-1,-5
CC1(C(=O)Nc2ccc(Cl)c(Cl)c2)CCN1Cc1cc2ccccc2o1 (configuration not stated),-2,-20,-3,6,2,.,-1.1,-1,-3,1
